eIF4E 4G PPI – eIF4E–eIF4G protein interaction inhibitors, primary screen, biochemical, uHTS, TR-FRET, eIF4GI fragment. Eukaryotic translation initiation factor 4E (Mus musculus) + Eukaryotic translation …. TR-FRET eIF4E-eIF4GI(517-606) binding, 2 h. inhibition, % at 21.7 µM. 220,000 compounds, 0.37% hits;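 active = inhibition above about 30%, limit read from the data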;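 also: 0% = full FRET control wells and 100% = background wells lacking eIF4GI fragment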
MDM2 E3 inh – MDM2-luciferase reporter signal enhancers, primary screen, MDM2 E3 ligase inhibitor project, cell-based, luminescence, 1536-well; E3 ubiquitin-protein ligase Mdm2 (Homo sapiens), Q00987; cell-based MDM2 ubiquitination luciferase reporter, 2 h; 0 = plate control, 100 = twice control, blank-subtracted; signal enhancement, % at 5 µM; 210,000 compounds, 0.11% hits; AID 1230, 2008;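 active = signal enhancement of 30% or more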;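 also: luminescence tracks abundance of the self-degrading MDM2-luciferase fusion protein; higher signal means inhibition of MDM2 E3 ligase activity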
Target sequence (Q00987 whole entry, looked up, the tested form may be a part): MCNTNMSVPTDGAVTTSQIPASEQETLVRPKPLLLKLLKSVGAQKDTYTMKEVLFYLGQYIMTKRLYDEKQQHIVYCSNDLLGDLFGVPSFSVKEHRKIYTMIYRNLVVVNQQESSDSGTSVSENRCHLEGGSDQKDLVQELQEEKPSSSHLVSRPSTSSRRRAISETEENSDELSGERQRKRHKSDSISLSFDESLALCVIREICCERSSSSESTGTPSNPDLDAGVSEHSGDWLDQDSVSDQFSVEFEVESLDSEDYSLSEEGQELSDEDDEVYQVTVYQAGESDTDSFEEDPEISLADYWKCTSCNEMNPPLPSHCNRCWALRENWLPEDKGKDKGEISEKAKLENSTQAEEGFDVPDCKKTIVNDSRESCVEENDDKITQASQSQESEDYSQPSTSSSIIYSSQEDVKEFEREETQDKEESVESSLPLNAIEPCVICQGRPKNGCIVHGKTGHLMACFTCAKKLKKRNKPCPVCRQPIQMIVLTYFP
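Timing – 2 h compound exposure at 37 °C · Assay system – mammalian cells stably expressing self-ubiquitinating, self-degrading MDM2 E3–luciferase fusion · Amount – 2000 cells seeded into each well · Measure – % luminescence enhancement versus blank-corrected plate control mean · Measured by – SteadyLite luminescence, 15 min reagent step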
KLK5 inh – human KLK5 protease inhibitors, primary screen, biochemical, 1536-well; recombinant hK5, fluorogenic AMC substrate cleavage; AID 873, 2007; 210,000 compounds, 0.59% hits; inhibition, % at 5 µM; Kallikrein-5 (Homo sapiens), Q9Y337;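 active = inhibition of 40% or more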;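 also: 0% = enzyme controls without compound and 100% = no-enzyme blanks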
Target sequence (Q9Y337 67-293 limits assumed): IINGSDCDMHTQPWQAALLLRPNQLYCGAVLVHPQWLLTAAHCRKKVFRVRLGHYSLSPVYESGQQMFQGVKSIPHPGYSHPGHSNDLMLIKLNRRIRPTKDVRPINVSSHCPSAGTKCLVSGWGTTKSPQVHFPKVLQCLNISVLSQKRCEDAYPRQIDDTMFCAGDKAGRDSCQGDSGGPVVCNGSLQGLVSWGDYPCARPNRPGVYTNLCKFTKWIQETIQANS
FXIa inh – human FXIa protease inhibitors, primary screen, biochemical, 1536-well | Coagulation factor XI (Homo sapiens), P03951 | purified FXIa, Boc-Glu-Ala-Arg-AMC fluorogenic substrate | inhibition, % at 5 µM | 220,000 compounds, 0.14% hits | AID 798, 2007;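 active = inhibition of at least 40%; inactive = inhibition below 40%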;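 also: fluorescence of freed AMC excited at 355 nm; 0% = enzyme without compound and 100% = no enzyme blank; many of its hits are not listed in these tables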
p97 ATPase inh – inhibitors of human p97 ATPase, primary screen, biochemical; Transitional endoplasmic reticulum ATPase (Homo sapiens), P55072; recombinant p97 ATPase, Kinase-Glo ATP luminescence, 3 h; inhibition, % at 8 µM; 220,000 compounds, 0.42% hits; AID 1481, 2009; in the data active = inhibition above about 15%;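 also: 0% = DMSO vehicle and 100% = wells lacking enzyme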
Wee1 stabilizer – Wee1 degradation inhibitors, primary screen, cell-based, HeLa, Wee1K328M-luciferase, luminescence | 220,000 compounds, 1.2% hits | reporter increase, % at 5 µM | Wee1-like protein kinase (Homo sapiens), P30291 | HeLa Luc-Wee1K328M stability; 100% = proteasome inhibitor MG132 effect;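 active = activation above the mean of all tested compounds plus 3 SD, set per screening run, cut at about 8.8% in these data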;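 also: cells exposed to compound for 20 h before luminescence read; 0% = DMSO alone and 100% = MG132 at 30 µM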
FXIIa inh 1536 – human FXIIa protease inhibitors, primary screen, biochemical, 1536-well; Coagulation factor XII (Homo sapiens), P00748; purified FXIIa, Boc-QGR-AMC fluorogenic substrate, 2 h; inhibition, % at 5 µM; 220,000 compounds, 0.3% hits; in the data active = inhibition above about 40%;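 also: 0% = enzyme with no compound and 100% = blank without enzyme; many of its hits are not listed in these tables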
Rad51 HR inh – human RAD51 strand exchange inhibitors, primary screen, biochemical, fluorescence | DNA repair protein RAD51 homolog 1 (Homo sapiens), Q06609 | hRad51 DNA strand exchange, fluorescence dequenching | inhibition, % at 10 µM | 200,000 compounds, 0.085% hits | AID 1385, 2008;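 active = inhibition above 40% at the single screening dose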;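 also: 0% = DMSO control wells and 100% = blanks with heterologous ssDNA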
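Test system: preformed human Rad51 ssDNA filaments. Compound dosing: single dose, 10 µM final compound. Incubation: filaments 15 min 37 °C, then compound 30 min. Technique: FRET fluorescence dequenching, excitation 485 nm, emission 520 nm. Read-out basis: percent inhibition from fluorescence, normalised to plate control and blank means. Benchmarks: plate controls and plate blanks.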
14-3-3 Bad PPI – inhibitors of 14-3-3 zeta/Bad binding, primary screen, biochemical, TR-FRET, bovine 14-3-3 zeta; TR-FRET 14-3-3zeta/Dy647-pBad peptide displacement, 1 h; inhibition, % at 21.7 µM; 14-3-3 protein zeta/delta (Bos taurus), P63103; 220,000 compounds, 0.71% hits;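 active = inhibition above about 70%, limit read from the data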;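 also: 0% = full 14-3-3 plus peptide FRET controls and 100% = background without 14-3-3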
Target sequence (P63103 whole entry, looked up): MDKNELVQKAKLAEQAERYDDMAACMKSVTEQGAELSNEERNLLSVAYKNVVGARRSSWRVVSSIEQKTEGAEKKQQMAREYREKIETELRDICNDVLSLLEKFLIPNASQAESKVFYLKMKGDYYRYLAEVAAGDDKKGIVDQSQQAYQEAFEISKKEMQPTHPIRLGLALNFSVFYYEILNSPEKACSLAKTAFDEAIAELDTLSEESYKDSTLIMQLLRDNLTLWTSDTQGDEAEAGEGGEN
* hit, by the source's call; . = no result given; & = joins results of further samples; [ ] = another dose, or the depositor's remark.

SMILES	eIF4E 4G PPI	MDM2 E3 inh	KLK5 inh	FXIa inh	p97 ATPase inh	Wee1 stabilizer	FXIIa inh 1536	Rad51 HR inh	14-3-3 Bad PPI
Cc1ccc(C2(CCNC(C)c3cccs3)CCOC(C(C)C)C2)cc1 (stereo not drawn)	-8	-12	-19	-4	-3	3	-4	-19	-10
C=CCn1c(=O)[nH]c2cc(C(=O)N3CC=C(c4ccccc4)CC3)ccc2c1=O	1	3	-1	-3	2	5	4	-4	2
c1ccc(C(c2nnnn2Cc2cccs2)N2CCN(C3CCCC3)CC2)cc1 (stereo not drawn)	3[fluorescence artefact?]	-11	-24	1	-7	1	20	4	50[fluorescence artefact?]
O=C(Cc1ccccc1)N/N=C/c1ccc(OC(=O)/C=C\c2ccco2)cc1	-1[fluorescence artefact?]	.	-4	6	2	-2	16	-11	8
O=C(CN1CCCCC1)N1c2ccccc2Oc2ccccc21	3[fluorescence artefact?]	-16	-13	1	3	0	18	1	26
CCC(=O)Nc1nc2ccc3nc(C)sc3c2s1	5	-14	-8	5	8	-1	7	9	0
CC(C)C1S/C(=N/N=C/c2ccco2)NC1=O (stereo not drawn)	4[fluorescence artefact?]	-16	7	-9	0	0	-4	1	-5
O=C(c1ccc(=O)oc1)N1CCC(C(O)(c2ccccc2)c2ccccc2)CC1	3	-10	-5	7	-3	5	11	8	4
COc1nc(N(C)C)nc(N2CC(=O)N(CCNS(=O)(=O)c3ccc(C)cc3)C2=N)n1	-4	-4	-18	4	5	-1	6	-5	-18
CNCCCNCc1ccc(SC)cc1	3	-15	3	4	2	1	-3	-9	3[fluorescence artefact?]
CC1CCN(C(=O)C2CCN(S(=O)(=O)c3cc(Cl)ccc3Cl)CC2)CC1	-6	.	-1	0	-1	2	10	22	1
Cc1ccc(C(=O)N/N=C\c2ccc[nH]2)cn1	1[fluorescence artefact?]	-2	6	-22	0	0	15	-3	7
O=S(=O)(NCCNS(=O)(=O)c1ccc(F)cc1)c1ccc(F)cc1	-14	-17	-29	-20	0	1	7	4	-8
COC(=O)CC(NC(=O)C1CC1)c1ccc2c(c1)OCO2 (stereo not drawn)	-4	-8	4	-1	3	-1	7	28	-24
O=C(Nc1ccc(S(=O)(=O)N2CCOCC2)cc1)c1ccc(Cl)s1	4	-17	-3	0	-3	0	-6	6	6
COc1ccc(OCC(=O)Nc2nc3ccc(NC(C)=O)cc3s2)cc1	3	-2	4	-4	4	1	6	-5	7
CCc1c(C)sc(NC(=O)C2CCCCC2C(=O)O)c1C(N)=O (stereo not drawn)	55*	.	-5	-5	1	-1	2	-2	23[fluorescence artefact?]
COc1ccc2sc(N(CCN(C)C)C(=O)/C=C/c3cccs3)nc2c1	-3	-10	-31	-3	0	-2	9	7	-17
c1ccc2c(c1)OCC(c1nn3cnnc3s1)O2 (stereo not drawn)	-7	-12	1	-3	4	1	8	5	3[fluorescence artefact?]
CCN(CCCNC(=O)CNC(=O)Cn1cnc2ccccc2c1=O)c1ccccc1	-1	-5	15	3	1	1	7	3	7
O=C(O)CCn1ncc2ccccc2c1=O	0	-8	-3	-2	3	0	4	0	-9
O=C(COC(=O)c1cccnc1Nc1ccccc1F)NCCN1C(=O)CSC1=O	6	1	-19	-6	1	-1	-2	1	4
CCS(=O)(=O)Nc1ccc(C(=O)c2ccccc2)cc1	0	4	-4	10	-1	0	11	28	-4[fluorescence artefact?]
CCN1C(=O)/C(=C2/Sc3ccc(OC)cc3N2C)SC1=Nc1cccc(O)c1	-58	-16	-9	0	5	2	10	0	18
CN(C)c1ncccc1-c1nc2ccccc2s1	2	-6	4	2	4	-4	8	-18	-16

More entries.
SMILES	eIF4E 4G PPI	MDM2 E3 inh	KLK5 inh	FXIa inh	p97 ATPase inh	Wee1 stabilizer	FXIIa inh 1536	Rad51 HR inh	14-3-3 Bad PPI
COc1ccc(/C=N/OCC(=O)Nc2nc3ccccc3s2)cc1OC	-12[fluorescence artefact?]	1	-36	2	-6	-4	2	12	2[fluorescence artefact?]
Oc1ccc2c(ccc3[nH]cnc32)c1	0	-4	1	3	11	-3	9	13	-11
Cc1nonc1NC(=O)CSc1nc(C23CC4CC(CC(C4)C2)C3)nc2ccccc12	-9	.	0	-3	-4	2	3	-56	0
CCOc1ccc(N(CC(=O)Nc2ccc(OC)cc2)S(=O)(=O)c2c(C)[nH]c(=O)[nH]c2=O)cc1	-1	-17	-6	-6	2	1	0	3	-10
COc1ccccc1C1C2=C(COC2=O)Nc2cc3c(cc21)OCO3 (stereo not drawn)	-5	-15	0	4	3	-1	-2	-7	-22[fluorescence artefact?]
Cc1ccccc1CSc1nnc([C@@H]2CCCN2)o1	-3	-6	0	-6	1	0	6	9	-1
O=C(NCC(O)c1ccc([N+](=O)[O-])cc1)C1CCCCC1 (stereo not drawn)	3	-3	0	-4	1	-1	11	6	-5
COc1ccc2c(c1OC)CN(C)CCc1cc3c(cc1C(O)C2)OCO3 (stereo not drawn)	5	-20	-3	8	0	1	11	.	-11[fluorescence artefact?]
C=CCNC(=S)Nc1c(C(=O)OC)[nH]c2cc(OC)ccc12	-4	1	-8	-5	0	0	1	-12	-12
CN(C[C@H](c1ccccc1)N(C[C@H](Cc1ccccc1)N(CCc1ccccc1)N=O)N=O)N=O	-3	.	3	3	1	-1	12	-3	-7
CCOC(=O)C1=C(C)NC(C)=C(C(=O)OC)C1c1cccc([N+](=O)[O-])c1 (stereo not drawn)	3&5	.	-8	2	2&0	2&-1	11	-5	-2&-2
COc1ccc2nc(NCCCO)[nH]c2c1	3	1	-11	-3	1	-2	4	1	-8
COC(=O)c1cc(OC)c(OC)cc1NC(=O)C1CCCO1 (stereo not drawn)	.	-14	-1	-17	2	4	-16	11	.
O=C(Nc1cccc(F)c1)C1CCN(C(=O)c2ccc(Br)cc2)CC1	4	-2	-11	-9	2	-1	-1	-1	-4
CC(C)COc1ccc(C(=O)N/C(=C/c2cccc([N+](=O)[O-])c2)C(=O)O)cc1	3	-20	1	3	-4	-4	10	18	1
COc1cc(C(O)P(=O)(OCC(C)C)c2ccc(N(C)C)cc2)cc(OC)c1OC (stereo not drawn)	-7	-1	-5	-5	-6	-3	2	15	5
Cc1ccc(S(=O)(=O)N2C(=O)CCC2C(=O)N2CCN(C)CC2)cc1 (stereo not drawn)	2	-8	-3	1	4	-2	11	0	4
O=C(CS(=O)c1ccc(F)cc1)Nc1ccccc1Cl (stereo not drawn)	-1	-4	-10	-7	4	2	5	13	1
NC1=NN(c2cccc(C(=O)O)c2)C(=O)C1	-8	1	-3	2	5	5	10	-1	-3
Cc1ccc(S(=O)(=O)N(C)c2nonc2C)cc1	2[fluorescence artefact?]	-5	3	6	1	-2	17	3	6
Cc1nc(NC(=O)CCl)sc1C(=O)N(C)C	-3	4	-1	-2	6	-4	3	-1	-10
O=C(CNC(=O)c1ccccc1)OC1CCCCC1	-3	-14	-1	-4	-2	0	4	.	1
Cc1cc(C(F)(F)F)n(-c2ccc(N)cc2)n1	-1	-6	18	9	3	-2	9	12	-9
Cc1onc(-c2c(Cl)cccc2Cl)c1NC(=O)N1CCSCC1	-9	-3	-9	2	4	1	2	1	0
O=C1OC(/C(=C\NCc2ccccc2)[N+](=O)[O-])c2ccccc21 (stereo not drawn)	2	-1	-5	0	4	1	5	-3	-12
CC1CCN(CC(O)COC2CC(C)CCC2C(C)C)CC1 (stereo not drawn)	0	-12	-6	-2	8	-4	1	-9	-2
COc1ccc(/C(C)=N/Nc2nc3ccccc3nc2C)cc1OC	-7	-23	1	1	1	-2	5	2	-3
O=C(Nc1ccc2c(c1)CCC2)C1CCCO1 (stereo not drawn)	2	-15	11	1	3	3	11	0	2

Grouped by structure: the entries above with an aryl methoxy group (13)
SMILES	eIF4E 4G PPI	MDM2 E3 inh	KLK5 inh	FXIa inh	p97 ATPase inh	Wee1 stabilizer	FXIIa inh 1536	Rad51 HR inh	14-3-3 Bad PPI
COc1nc(N(C)C)nc(N2CC(=O)N(CCNS(=O)(=O)c3ccc(C)cc3)C2=N)n1	-4	-4	-18	4	5	-1	6	-5	-18
COc1ccc(OCC(=O)Nc2nc3ccc(NC(C)=O)cc3s2)cc1	3	-2	4	-4	4	1	6	-5	7
COc1ccc2sc(N(CCN(C)C)C(=O)/C=C/c3cccs3)nc2c1	-3	-10	-31	-3	0	-2	9	7	-17
CCN1C(=O)/C(=C2/Sc3ccc(OC)cc3N2C)SC1=Nc1cccc(O)c1	-58	-16	-9	0	5	2	10	0	18
COc1ccc(/C=N/OCC(=O)Nc2nc3ccccc3s2)cc1OC	-12[fluorescence artefact?]	1	-36	2	-6	-4	2	12	2[fluorescence artefact?]
CCOc1ccc(N(CC(=O)Nc2ccc(OC)cc2)S(=O)(=O)c2c(C)[nH]c(=O)[nH]c2=O)cc1	-1	-17	-6	-6	2	1	0	3	-10
COc1ccccc1C1C2=C(COC2=O)Nc2cc3c(cc21)OCO3 (stereo not drawn)	-5	-15	0	4	3	-1	-2	-7	-22[fluorescence artefact?]
COc1ccc2c(c1OC)CN(C)CCc1cc3c(cc1C(O)C2)OCO3 (stereo not drawn)	5	-20	-3	8	0	1	11	.	-11[fluorescence artefact?]
C=CCNC(=S)Nc1c(C(=O)OC)[nH]c2cc(OC)ccc12	-4	1	-8	-5	0	0	1	-12	-12
COc1ccc2nc(NCCCO)[nH]c2c1	3	1	-11	-3	1	-2	4	1	-8
COC(=O)c1cc(OC)c(OC)cc1NC(=O)C1CCCO1 (stereo not drawn)	.	-14	-1	-17	2	4	-16	11	.
COc1cc(C(O)P(=O)(OCC(C)C)c2ccc(N(C)C)cc2)cc(OC)c1OC (stereo not drawn)	-7	-1	-5	-5	-6	-3	2	15	5
COc1ccc(/C(C)=N/Nc2nc3ccccc3nc2C)cc1OC	-7	-23	1	1	1	-2	5	2	-3
